MEX-5 binding: C. elegans MEX-5 TCR-2 RNA binding activity. Q9XUB2. MEX-5/FITC-TCR2 RNA binding, fluorescence polarization; stronger effect = lower value. activity score (negative = inhibition of binding), % at 10 µM. hit rate 0.38% among 300,000. AID 1832;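 active = inhibition past about -25% in most replicates, and total fluorescence under double the plate's negative control median, limit read from the data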;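 note: 0% = DMSO and -100% = 5 µM competing unlabeled TCR2 RNA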
Target sequence (Q9XUB2 whole entry, looked up): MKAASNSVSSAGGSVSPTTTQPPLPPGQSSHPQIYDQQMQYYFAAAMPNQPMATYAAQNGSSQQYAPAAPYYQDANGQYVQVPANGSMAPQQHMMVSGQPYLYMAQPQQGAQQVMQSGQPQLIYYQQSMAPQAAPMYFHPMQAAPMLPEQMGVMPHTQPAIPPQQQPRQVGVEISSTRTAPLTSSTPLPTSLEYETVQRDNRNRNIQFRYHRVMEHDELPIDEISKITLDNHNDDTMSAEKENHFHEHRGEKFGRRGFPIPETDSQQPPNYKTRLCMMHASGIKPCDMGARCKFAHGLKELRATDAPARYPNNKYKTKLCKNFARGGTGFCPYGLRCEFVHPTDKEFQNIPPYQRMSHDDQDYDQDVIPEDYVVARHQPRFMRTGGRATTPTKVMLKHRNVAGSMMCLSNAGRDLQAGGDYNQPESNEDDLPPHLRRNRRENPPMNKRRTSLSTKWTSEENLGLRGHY
GLD-1 RNA inh: GLD-1-TGE RNA interaction inhibition (C. elegans); Q17339; purified GLD-1 + fluorescein TGE RNA, fluorescence polarization; inhibition, % at 5.96 µM; hit rate 0.44% among 320,000; AID 2280;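 active = percent inhibition above a per-plate cutoff, the plate mean of test compounds plus 3 SD, cut at about 30% in these data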;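 note: 0% = DMSO wells with GLD-1 and probe and 100% = wells lacking GLD-1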
ZTA DNA inh: ZTA (EBV) inhibition in EBNA-1 counter-screen; ZTA-DNA binding, fluorescence polarization; P03206; hit rate 0.15% among 320,000; inhibition, % at 11 µM; AID 2234; in the data active = inhibition above about 33%
Target sequence (P03206 whole entry, looked up): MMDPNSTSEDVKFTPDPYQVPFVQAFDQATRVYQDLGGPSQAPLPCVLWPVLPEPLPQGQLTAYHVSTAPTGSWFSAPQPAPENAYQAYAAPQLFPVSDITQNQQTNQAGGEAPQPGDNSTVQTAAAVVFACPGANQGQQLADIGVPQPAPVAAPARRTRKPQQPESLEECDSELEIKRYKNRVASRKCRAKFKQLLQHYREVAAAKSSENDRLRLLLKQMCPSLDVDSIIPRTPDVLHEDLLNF
CR mimetic SO: caloric restriction mimetics inhibiting age-related superoxide in yeast; S. cerevisiae aged cells, superoxide DHE fluorescence; stronger effect = lower value; superoxide response (% of plate mean), % at 10 µM; hit rate 0.18% among 330,000;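 active = superoxide response under a set limit, about three screen SD below normal, cut at about 65% in these data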;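 note: yeast aged for seven days with compound at 30 °C before DHE staining; 100% = average MFI of all compound-treated wells on the plate with controls excluded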
Efflux pump mplx: blocks antifungal efflux pumps in multiplex yeast assay; S. cerevisiae Candida pump triplex, Nile Red efflux; inhibition, % at 10 µM; hit rate 0.44% among 330,000;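 active = plate passing quality check with inhibition over a set limit, or well fluorescence over plate mean plus 4 SD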;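 note: Nile Red retained in pooled yeast measured as flow cytometry median fluorescence; 0% = buffer negative control and 100% = Enniatin B positive control; higher means more Nile Red kept so more efflux inhibition; some compounds called inactive have numbers as strong as hits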
BCLXL inh: blocks human Bcl-xL binding to Bim BH3 peptide; Q07817; GST-Bcl-xL / FITC-Bim BH3 peptide fluorescence polarization; inhibition, % at 10.9 µM; hit rate 0.7% among 320,000; AID 2129;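 active = inhibition above the mean of all tested compounds plus 3 SD, cutoff set per campaign, cut at about 30% in these data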;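 note: 0% = DMSO wells and 100% = unlabeled Bim-BH3 peptide competitor; inhibitors lower millipolarization by displacing the labeled peptide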
EBNA-1 inh: blocks EBNA-1 binding to DNA; EBNA-1 DNA binding, fluorescence polarization; inhibition, % at 14.8 µM; hit rate 0.34% among 300,000; AID 1950; in the data active = inhibition above about 28%
MCL1 BIM primary: disrupts human MCL1 binding to BIM-BH3 peptide; hit rate 0.68% among 320,000; GST-MCL1 / FITC-Bim-BH3 fluorescence polarization; Q07820; inhibition, % at 10.9 µM;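 active = inhibition above the mean inhibition of all tested compounds plus 3 SD, set per campaign, cut at about 40% in these data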;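 note: 0% = DMSO wells and 100% = unlabeled Bim-BH3 peptide control; higher means more loss of mP so more displacement of Bim peptide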
Target sequence (Q07820 whole entry, looked up): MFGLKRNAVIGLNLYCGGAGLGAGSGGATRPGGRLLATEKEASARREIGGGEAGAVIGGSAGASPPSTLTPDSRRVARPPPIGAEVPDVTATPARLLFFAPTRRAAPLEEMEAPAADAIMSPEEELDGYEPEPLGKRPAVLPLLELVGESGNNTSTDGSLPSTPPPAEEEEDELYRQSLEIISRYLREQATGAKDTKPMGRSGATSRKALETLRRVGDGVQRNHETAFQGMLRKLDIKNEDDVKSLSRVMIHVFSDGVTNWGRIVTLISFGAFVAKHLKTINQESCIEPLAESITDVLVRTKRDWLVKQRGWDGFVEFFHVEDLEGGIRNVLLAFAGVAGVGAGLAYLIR
Fam108B inh: Fam108B inhibition, counter-screen for RBBP9 inhibitors | recombinant Fam108B, FP-Rh probe fluorescence polarization | inhibition, % at 9.51 µM | hit rate 0.33% among 300,000 | AID 1947;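 active = inhibition above the screen mean inhibition plus 3 SD, computed separately per campaign, cut at about 18% in these data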;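 note: inhibitors lower polarization as less probe binds the enzyme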
Starred values were filed as active, the others as inactive.

What do the screens show for `O=C(Nc1ccccc1)N1CC=C(c2ccc(F)cc2)CC1`?
MEX-5 binding: 0.7; GLD-1 RNA inh: 3; ZTA DNA inh: 3; CR mimetic SO: 81; Efflux pump mplx: -0.1; BCLXL inh: -2; EBNA-1 inh: -2; MCL1 BIM primary: 3; Fam108B inh: 1

What do the screens show for `O=C(CC1(O)C(=O)N(Cc2cccc3ccccc23)c2ccccc21)c1cccnc1` (configuration not stated)?
MEX-5 binding: 0.2; GLD-1 RNA inh: 7; ZTA DNA inh: -1; CR mimetic SO: 97; Efflux pump mplx: 0.5; BCLXL inh: -1; EBNA-1 inh: -1; MCL1 BIM primary: -8; Fam108B inh: -5

What do the screens show for `Cc1ccc(-c2nc3cc(N)ccc3o2)cc1`?
MEX-5 binding: -0.1; GLD-1 RNA inh: -4; ZTA DNA inh: -4; CR mimetic SO: 111; Efflux pump mplx: 0.1; BCLXL inh: 6; EBNA-1 inh: 10; MCL1 BIM primary: 4; Fam108B inh: -5

How did COc1ccc(N2CCN(C(=O)c3cc4c(-c5ccc(Cl)cc5)nn(C)c4s3)CC2)cc1 do in these assays?
MEX-5 binding: 0.5; GLD-1 RNA inh: 3; ZTA DNA inh: -6; CR mimetic SO: 101; Efflux pump mplx: 0.1; BCLXL inh: 0; EBNA-1 inh: -2; MCL1 BIM primary: -5; Fam108B inh: 3

Results for COc1cc(NC(=O)CN(C)S(=O)(=O)c2ccc3c(c2)CCC(=O)N3)cc(OC)c1 ?
MEX-5 binding: -0.9; GLD-1 RNA inh: 0; ZTA DNA inh: -4; CR mimetic SO: 106; Efflux pump mplx: 0.1; BCLXL inh: 1; EBNA-1 inh: -13; MCL1 BIM primary: -7; Fam108B inh: -2

Results for O=C(O)C1CCCN1C(=O)OCc1ccccc1 (configuration not stated) ?
MEX-5 binding: -2.1; GLD-1 RNA inh: -4; ZTA DNA inh: 1; CR mimetic SO: 112; Efflux pump mplx: -0.5; BCLXL inh: 4; EBNA-1 inh: -2; MCL1 BIM primary: 7; Fam108B inh: 1

What do the screens show for `Cc1ccc(-c2nnc(SCC(=O)Nc3nccs3)n2N)cc1`?
MEX-5 binding: -2.1; GLD-1 RNA inh: 3; ZTA DNA inh: -2; CR mimetic SO: 98; Efflux pump mplx: 0.0; BCLXL inh: 0; EBNA-1 inh: 12; MCL1 BIM primary: 1; Fam108B inh: -3

What do the screens show for `Cc1ccc(C(NC(N)=O)c2ccccc2)cc1` (configuration not stated)?
MEX-5 binding: -0.7; GLD-1 RNA inh: 1; ZTA DNA inh: 12; CR mimetic SO: 89; Efflux pump mplx: 0.1; BCLXL inh: 3; EBNA-1 inh: 4; MCL1 BIM primary: 1; Fam108B inh: -1

What do the screens show for `c1ccc(-c2c[n+]3c(n2-c2ccccc2)SCC3)cc1`?
MEX-5 binding: -2.1; GLD-1 RNA inh: -3; ZTA DNA inh: -6; CR mimetic SO: 98; Efflux pump mplx: 0.1; BCLXL inh: 1; EBNA-1 inh: -3; MCL1 BIM primary: -2; Fam108B inh: 2

What do the screens show for `COc1ccc2c(c1)c(=O)c(C(=O)c1ccc(Cl)cc1)cn2CC(=O)Nc1ccc(F)cc1`?
MEX-5 binding: -5.0; GLD-1 RNA inh: -3; ZTA DNA inh: -10; CR mimetic SO: 110; Efflux pump mplx: 0.0; BCLXL inh: 0; EBNA-1 inh: 24; MCL1 BIM primary: 3; Fam108B inh: -25

What do the screens show for `Cc1cccc2c1N(C(=O)CN1C(=O)c3ccccc3C1=O)C(C)(C)c1ssc(=S)c1-2`?
MEX-5 binding: -1.5; GLD-1 RNA inh: -4; ZTA DNA inh: -6; CR mimetic SO: 106; Efflux pump mplx: 0.1; BCLXL inh: 4; EBNA-1 inh: 16; MCL1 BIM primary: 9; Fam108B inh: 2

Results for Cc1ccc(NC(=S)NNc2ccc(C(=O)O)cc2[N+](=O)[O-])cc1C ?
GLD-1 RNA inh: -4; ZTA DNA inh: 3; CR mimetic SO: 99; Efflux pump mplx: -0.1; BCLXL inh: 2; EBNA-1 inh: -1; MCL1 BIM primary: 6; Fam108B inh: 5

What do the screens show for `O=C(CCCCCN1C(=O)c2cccc3cccc(c23)C1=O)NC1CCS(=O)(=O)C1` (configuration not stated)?
MEX-5 binding: -0.4; GLD-1 RNA inh: -2; ZTA DNA inh: 6; CR mimetic SO: 106; Efflux pump mplx: 0.0; BCLXL inh: 2; EBNA-1 inh: 7; MCL1 BIM primary: 0; Fam108B inh: 8

What do the screens show for `O=C1CCCCC1Sc1ccc(Cl)cc1[N+](=O)[O-]` (configuration not stated)?
MEX-5 binding: -0.9; GLD-1 RNA inh: 13; ZTA DNA inh: -8; CR mimetic SO: 96; Efflux pump mplx: -0.1; BCLXL inh: 13; EBNA-1 inh: -2; MCL1 BIM primary: 17; Fam108B inh: 0

Results for COc1ccc(-c2ccc(N)[n+](CCCC(=O)O)n2)cc1 ?
MEX-5 binding: 0.0; GLD-1 RNA inh: 2; ZTA DNA inh: -8; CR mimetic SO: 94; Efflux pump mplx: 0.0; BCLXL inh: 3; EBNA-1 inh: 10; MCL1 BIM primary: 9; Fam108B inh: 4

Results for COCCn1c(C)c(C(=O)O)sc1=S ?
MEX-5 binding: 0.8; GLD-1 RNA inh: -1; ZTA DNA inh: 22; CR mimetic SO: 93; Efflux pump mplx: -0.2; BCLXL inh: 7; EBNA-1 inh: 2; MCL1 BIM primary: 3; Fam108B inh: 1

What do the screens show for `CCOC(=O)c1c(NCCN(C)C)c2ccccc2[nH]c1=O`?
GLD-1 RNA inh: -3; ZTA DNA inh: -12; CR mimetic SO: 87; Efflux pump mplx: 0.0; BCLXL inh: 7; EBNA-1 inh: 11; MCL1 BIM primary: 10; Fam108B inh: 2

What do the screens show for `COC(=O)C1CCN(C(=O)Cn2nnc(-c3ccccc3)n2)CC1`?
MEX-5 binding: -1.3; GLD-1 RNA inh: 6; ZTA DNA inh: -3; CR mimetic SO: 89; Efflux pump mplx: 0.0; BCLXL inh: -4; EBNA-1 inh: -5; MCL1 BIM primary: -16; Fam108B inh: 6

How did Cc1ccc([N+](=O)[O-])c(NC2OC(CO)C(O)C2O)c1 (configuration not stated) do in these assays?
MEX-5 binding: 1.3; GLD-1 RNA inh: 8; ZTA DNA inh: -2; CR mimetic SO: 104; Efflux pump mplx: 0.0; BCLXL inh: -2; EBNA-1 inh: -9; MCL1 BIM primary: -1; Fam108B inh: -3

How did CC(NC(=O)COC(=O)/C=C/c1ccco1)c1ccccc1 (configuration not stated) do in these assays?
MEX-5 binding: 0.8; GLD-1 RNA inh: -5; ZTA DNA inh: 6; CR mimetic SO: 96; Efflux pump mplx: 0.1; BCLXL inh: 4; EBNA-1 inh: -14; MCL1 BIM primary: 0; Fam108B inh: -1

How did COC(=O)c1ccc(NC(=O)CN2CCN(c3ccccn3)CC2)cc1 do in these assays?
MEX-5 binding: 1.6; GLD-1 RNA inh: 0; ZTA DNA inh: 16; CR mimetic SO: 94; Efflux pump mplx: -0.1; BCLXL inh: 0; EBNA-1 inh: 10; MCL1 BIM primary: 6; Fam108B inh: -3

What do the screens show for `Cc1csc(NC(=O)CCCNC(=O)c2ccc(Cl)cc2)n1`?
GLD-1 RNA inh: 3; ZTA DNA inh: 4; CR mimetic SO: 85; Efflux pump mplx: 0.0; BCLXL inh: -3; MCL1 BIM primary: -4

How did O=Cc1ccc(-c2cc(Cl)ccc2Cl)[nH]1 do in these assays?
MEX-5 binding: -0.2; GLD-1 RNA inh: 0; ZTA DNA inh: 0; CR mimetic SO: 103; Efflux pump mplx: 0.0; BCLXL inh: 8; EBNA-1 inh: 6; MCL1 BIM primary: 7; Fam108B inh: -1

What do the screens show for `O=[N+]([O-])/C(C(Cl)=C(Cl)Cl)=C(\Nc1ccc(F)cc1)n1cncn1`?
MEX-5 binding: 1.7; GLD-1 RNA inh: 7; ZTA DNA inh: 20; CR mimetic SO: 117; Efflux pump mplx: 0.0; BCLXL inh: 3; EBNA-1 inh: 9; MCL1 BIM primary: 2; Fam108B inh: -3

What do the screens show for `CSCc1ccc(C(=O)NC2CC(C)(C)Cc3c2cnn3-c2ccc(F)cc2)o1` (configuration not stated)?
MEX-5 binding: 2.7; GLD-1 RNA inh: -2; ZTA DNA inh: -1; CR mimetic SO: 125; Efflux pump mplx: 0.0; BCLXL inh: 2; EBNA-1 inh: 6; MCL1 BIM primary: 6; Fam108B inh: 2

Results for Cc1cc(-n2cnnn2)cc(C)c1S(=O)(=O)NCCOc1ccccc1 ?
MEX-5 binding: 1.5; GLD-1 RNA inh: 6; ZTA DNA inh: 12; CR mimetic SO: 91; Efflux pump mplx: -0.1; BCLXL inh: 1; EBNA-1 inh: 3; MCL1 BIM primary: 1; Fam108B inh: -1

Results for CCOC(=O)c1ccc(N/C=C\C(=O)c2cccc(OC)c2)cc1 ?
MEX-5 binding: -1.9; GLD-1 RNA inh: -2; ZTA DNA inh: -1; CR mimetic SO: 100; Efflux pump mplx: 0.0; BCLXL inh: 3; EBNA-1 inh: -3; MCL1 BIM primary: 1; Fam108B inh: -1

How did COc1ccc(N2C(=NC(=O)C3CCCCC3)SC3CS(=O)(=O)CC32)cc1 (configuration not stated) do in these assays?
MEX-5 binding: 1.5; GLD-1 RNA inh: -4; ZTA DNA inh: -2; CR mimetic SO: 86; Efflux pump mplx: 0.1; BCLXL inh: 4; EBNA-1 inh: 0; MCL1 BIM primary: 2; Fam108B inh: -1

What do the screens show for `CCc1cc(=O)oc2cc(OCc3nn[nH]n3)ccc12`?
MEX-5 binding: -0.6; GLD-1 RNA inh: 6; ZTA DNA inh: -3; CR mimetic SO: 99; Efflux pump mplx: 0.0; BCLXL inh: 6; EBNA-1 inh: -9; MCL1 BIM primary: 9; Fam108B inh: 1

What do the screens show for `CCCCC/C=N\NC(=O)Cc1ccc([N+](=O)[O-])cc1`?
MEX-5 binding: -1.6; GLD-1 RNA inh: 3; ZTA DNA inh: 9; CR mimetic SO: 100; Efflux pump mplx: 0.1; BCLXL inh: 1; EBNA-1 inh: 3; MCL1 BIM primary: 0; Fam108B inh: 0

What do the screens show for `Cn1c(=O)c2c(SCC(=O)N3CCCC3)nc(CC(C)(C)C)nc2n(C)c1=O`?
MEX-5 binding: 1.5; GLD-1 RNA inh: 0; ZTA DNA inh: 1; CR mimetic SO: 105; Efflux pump mplx: 0.1; BCLXL inh: 4; EBNA-1 inh: -9; MCL1 BIM primary: 1; Fam108B inh: -2

What do the screens show for `CCOC(=O)c1c(NC(=S)NCC2CCCO2)sc(C)c1C` (configuration not stated)?
MEX-5 binding: -1.1; GLD-1 RNA inh: 7; ZTA DNA inh: -10; CR mimetic SO: 91; Efflux pump mplx: 0.2; BCLXL inh: 5; EBNA-1 inh: -17; MCL1 BIM primary: 5; Fam108B inh: 1

Results for N[C@H](CSCc1ccccc1)C(=O)Nc1ccc([N+](=O)[O-])cc1 ?
MEX-5 binding: 1.3; GLD-1 RNA inh: -1; ZTA DNA inh: -14; CR mimetic SO: 96; Efflux pump mplx: -0.1; BCLXL inh: 3; EBNA-1 inh: 1; MCL1 BIM primary: -1; Fam108B inh: 29*

What do the screens show for `COc1ccccc1N1CCN(C(=O)NC23CC4CC(CC(C4)C2)C3)CC1`?
MEX-5 binding: -5.3; GLD-1 RNA inh: -2; ZTA DNA inh: 6; CR mimetic SO: 117; Efflux pump mplx: 0.3; BCLXL inh: 2; EBNA-1 inh: -5; MCL1 BIM primary: 3; Fam108B inh: -1

Compound activity as filed in PubChem BioAssay.
